Source: PubChem BioAssay (National Center for Advancing Translational Sciences (NCATS))
Tb PFK inh: blocks T. brucei phosphofructokinase; 330,000 compounds, 0.17% hits; Potency, µM (series often up to 57.5 µM), inactives show top-dose activity, negative = inhibition, actives largely listed as inhibitors; O15648; T. brucei PFK, ADP-Glo luminescence;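 also: potency is read from the fitted curve at half-maximal effect; 0% = uninhibited 1x PFK enzyme wells and -100% = no-enzyme wells; nearly all actives have a fitted effect of over 60% in size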
Target sequence (O15648 whole entry, looked up): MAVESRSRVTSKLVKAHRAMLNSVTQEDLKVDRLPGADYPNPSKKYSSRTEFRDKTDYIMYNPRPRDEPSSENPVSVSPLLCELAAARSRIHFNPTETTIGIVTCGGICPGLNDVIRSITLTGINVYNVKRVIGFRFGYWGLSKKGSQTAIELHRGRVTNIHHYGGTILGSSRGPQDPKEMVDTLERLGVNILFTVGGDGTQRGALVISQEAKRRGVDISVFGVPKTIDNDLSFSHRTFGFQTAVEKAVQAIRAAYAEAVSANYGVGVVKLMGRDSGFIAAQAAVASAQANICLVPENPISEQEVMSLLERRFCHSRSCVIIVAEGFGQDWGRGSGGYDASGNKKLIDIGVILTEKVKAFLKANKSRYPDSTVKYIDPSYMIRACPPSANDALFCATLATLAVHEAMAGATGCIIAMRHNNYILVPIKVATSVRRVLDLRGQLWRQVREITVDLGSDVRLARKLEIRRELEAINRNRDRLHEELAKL
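Activity is normalized to no-enzyme wells (full inhibition) and 1.25 nM enzyme wells (no inhibition). Reaction: 0.5 mM F6P, 0.1 mM ATP, 45 min RT, ADP-Glo luminescence; concentration-response curves fitted and classed by quality.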
FBPA coupling cs: coupling enzyme interference in Giardia aldolase counter-screen; coupling enzyme system counterscreen, AmpLite Red fluorescence; activity change, negative = inhibition, % at 58.2 µM, hits read low; 290,000 compounds, 0.67% hits; AID 2472; in the data active = activity change below about -30%; also: % is scaled to controls: 0 for no effect and ±100 for the full control effect
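Counterscreen of the coupled detection system alone, without aldolase: glyceraldehyde-3-phosphate coupling enzymes plus AmpLite Red readout. Compounds at 57.5 uM final, 10 min RT preincubation, 20 min RT reaction, fluorescence 525/598 nm.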
FLuc modulator: inhibits or activates purified firefly luciferase, miR-21 counter-screen. P08659. purified FLuc, Km substrates, luminescence inhibition. Potency, µM (doses to about 57.5 µM), for inactives: at the top dose activity change, negative = inhibition, usual class: inhibitors. 360,000 compounds, 6.9% hits;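 also: potency is read from the fitted curve at half-maximal effect; plate controls were vehicle for no effect and reference inhibitor for full effect; nearly all actives have a fitted effect of over 55% in size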
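Purified P. pyralis luciferase, 10 nM final, with Km-level 10 uM D-luciferin and 10 uM ATP in 50 mM Tris acetate pH 7.5, 10 mM Mg acetate, 0.01% Tween-20, 0.05% BSA; 6-point qHTS titration about 60 µM downward; luminescence read.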
Rab9 promoter act: activators of Rab9 promoter; 320,000 compounds, 2.8% hits; Huh7 Rab9 promoter-luciferase reporter, luminescence, 24 h; Potency, µM (top dose mostly 9.22 µM), for the others: at the highest dose activation, negative = inhibition, most hits filed as activators; AID 485297; also: potency is read from the fitted curve at half-maximal effect; % of control where 0% means no effect; nearly all actives have a fitted effect of over 60% in size
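Steps: seed 1500 Huh7 Rab9-luc cells per well, rest 2 h at 37 °C; add compound in DMSO; incubate 24 h; add luciferase reagent, 10 min ambient; read luminescence.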
ELG1 genotox: induces genotoxicity in HEK293T cells with luciferase-tagged ELG1. 330,000 compounds, 1.3% hits. Potency, µM (doses to about 46 µM), without a hit: top-dose activity change, positive = activation, actives largely listed as activators. AID 504466. HEK293T ELG1-luciferase reporter, luminescence, 16 h; also: potency is read from the fitted curve at half-maximal effect; % of control where 0% means no effect; nearly all actives have a fitted effect of over 60% in size
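HEK293T cells expressing luciferase-tagged ELG1 were exposed to compound or DMSO vehicle for 16 hr at 37 °C and 5% CO2. Luciferase activity was then measured with ONE-Glo after 30 min at room temperature.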
NPC1 promoter act: activates the NPC1 promoter | 320,000 compounds, 2.4% hits | Huh7 NPC1 promoter luciferase reporter, 24 h | Potency, µM (titrated, usually from 9.22 µM), for the others: at the highest dose activation, usual class: activators;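 also: potency is read from the fitted curve at half-maximal effect; % of control where 0% means no effect; nearly all actives have a fitted effect of over 60% in size; reporter is driven by a mutant NPC1 promoter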
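Huh7 cells stably carrying NPC1 promoter–luciferase, plated in Opti-MEM with 10% FBS for 2 h, were exposed to compound in DMSO for 24 h at 37 °C; luciferase reagent was added for 10 min and luminescence read.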
KCNH2 3.1 inh: blocks the human KCNH2 3.1 channel isoform | U2OS KCNH2 3.1, thallium flux FluxOr; stronger effect = lower value | activity change, % (tested at about 1.8 µM) | 340,000 compounds, 0.95% hits | AID 720553;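 active = maximum activity change below -70%; inconclusive = maximum activity change from -70% to -50%; inactive = maximum activity change above -50%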;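 also: thallium influx rate constant from kinetic fluorescence after stimulation buffer; % is scaled to controls: 0 for no effect and ±100 for the full control effect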
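Thallium flux via FluxOr fluorescence (Red40 quencher, 45 min loading) in U2OS cells virally expressing the KCNH2 3.1 isoform (1.77 x 10^8 /mL virus, overnight at 37 C). Rate constants from 2-min kinetic reads post-stimulation, normalised to positive and negative controls.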
Giardia kill: Giardia lamblia killing; Giardia lamblia trophozoite viability; activity change, % at 7.66 µM, hits read low; 340,000 compounds, 0.15% hits; AID 540267; in the data active = activity change below about -80%; inconclusive = between about -30% and that limit;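 also: parasites exposed to compound for two days anaerobically before the ATP read; % is scaled to controls: 0 for no effect and ±100 for the full control effect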
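Luminescence from cellular ATP indicates surviving trophozoites (100 cells/well) following 48 hrs anaerobic compound treatment at 37 deg C; signal develops 15-30 min at room temperature.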
RORg inh: ROR gamma (mouse) transcription inhibition; 310,000 compounds, 5.4% hits; Potency, µM (highest dose often 53.6 µM), for inactives: top-dose activity change, negative = inhibition, hits mostly inhibitors; Drosophila S2 Gal4-RORgamma UAS-luciferase reporter, 20 h; P51450; also: potency is read from the fitted curve at half-maximal effect; % is scaled to controls: 0 for no effect and ±100 for the full control effect; nearly all actives have a fitted effect of over 60% in size
Target sequence (P51450 whole entry, looked up, the tested form may be a part): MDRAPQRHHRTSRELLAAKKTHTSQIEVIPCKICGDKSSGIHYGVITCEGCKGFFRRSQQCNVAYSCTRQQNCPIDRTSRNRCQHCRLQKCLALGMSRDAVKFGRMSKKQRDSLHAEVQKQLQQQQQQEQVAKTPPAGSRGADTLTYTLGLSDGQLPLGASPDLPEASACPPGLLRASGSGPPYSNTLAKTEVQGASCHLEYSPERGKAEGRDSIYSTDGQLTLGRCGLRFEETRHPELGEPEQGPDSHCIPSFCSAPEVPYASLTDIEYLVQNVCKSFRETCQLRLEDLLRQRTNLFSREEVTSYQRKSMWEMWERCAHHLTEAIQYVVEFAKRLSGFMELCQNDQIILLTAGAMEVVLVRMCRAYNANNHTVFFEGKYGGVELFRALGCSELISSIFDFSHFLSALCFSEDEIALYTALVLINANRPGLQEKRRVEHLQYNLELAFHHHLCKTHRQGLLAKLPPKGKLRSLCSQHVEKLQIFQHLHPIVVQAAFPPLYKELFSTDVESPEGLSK
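Schneider cells (Drosophila), stable Gal4 DBD–ROR gamma + UAS-luc; 1 hr cmpd preincubation; Cu2+ induction 700 uM final; 20 hr ambient; luminescence.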
uPA surface inh: inhibitors of cell surface uPA generation; Potency, µM (top dose mostly 38.3 µM), without a hit: at the highest dose activity change, negative = inhibition, usual class: inhibitors; AID 540303; 330,000 compounds, 0.31% hits; cell surface uPA generation assay, qHTS; active = well fitted inhibition curve with a large enough effect; inconclusive = small, poorly fitted or top-dose-only effect; inactive = no such curve, though single readings can be large or run the other way; tested in mouse RAW 264.7 cells; also: potency is read from the fitted curve at half-maximal effect; % is scaled to controls: 0 for no effect and ±100 for the full control effect; nearly all actives have a fitted effect of over 55% in size
VP16 counter: counter-screen for ROR gamma inhibitors: Gal4-VP16 reporter; Drosophila S2 Gal4-VP16 UAS-luciferase, luminescence, 20 h; 310,000 compounds, 3.5% hits; Potency, µM (top dose mostly 53.6 µM), inactives show at the highest dose activity, negative = inhibition, hits mostly inhibitors; AID 2546;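 also: Gal4-VP16 expression switched on by copper sulfate through the metallothionein promoter; potency is read from the fitted curve at half-maximal effect; % is scaled to controls: 0 for no effect and ±100 for the full control effect; nearly all actives have a fitted effect of over 50% in size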
* hit, by the source's call; ? = inconclusive; . = not tested or not shown; & = joins results of further samples; [ ] = dose if it differs, or a comment. Unless noted, calls follow the shape of the dose curve; as a rule, active = well fitted curve in the direction sought with a large enough effect; inconclusive = small, poorly fitted or top-dose-only effect, or another doubt; inactive = no such curve, though single readings can be large; an effect the other way counts as inactive or inconclusive.

Results follow in this order: Tb PFK inh, FBPA coupling cs, FLuc modulator, Rab9 promoter act, ELG1 genotox, NPC1 promoter act, KCNH2 3.1 inh, Giardia kill, RORg inh, uPA surface inh, VP16 counter
CCn1cc(C2=NOC(C(=O)Nc3cc(OC)c(Cl)cc3OC)C2)c(C)n1 (stereo not given)
    3%, 0, 1%, -3%, -1%, 1%, 10, 0, 41%, ., -9%
CCc1ccc(/C=C2\CN(CC)Cc3c2nc2ccccc2c3C(=O)O)cc1
    12%, -34*, ?, 3%, -1%, 4%, 2, -12, 33%, 5%, -26%
Cc1nnc(SCC(=O)Nc2ccccc2F)n1Cc1ccco1
    -2%, 3, -4%, 6%, 2%, 1%, -6, -2, 24%, 12%, 3%
COc1ccc(OCC(=O)N(Cc2ccc(C)o2)C2CCS(=O)(=O)C2)cc1 (stereo not given)
    0%, ., -1%&-3%, -5%, 1%, -1%, 3, -7, 12%, 9%, -2%
O=C(NCc1cccs1)C1CC(O)CN1C(=O)Nc1ccccc1 (stereo not given)
    1%, 3, 1%, 0%, -17%, -4%, -19, -15, 5%, 4%, -6%
COc1cc(NC(=O)c2cccc(Cl)c2)ccc1NC(=O)c1cccs1
    -2%, -4, -18%, -2%, 0%, -4%, -1, 7, ?, 1%, 2%
Cc1cc(NS(C)(=O)=O)c(=O)n(Cc2c(F)cccc2Cl)c1
    -5%, -4, -3%, -2%, -2%, 0%, 9, 2, 8%[1.91 µM], 14%, 30%
Cc1nc(NC(=O)COC(=O)C2CC3CCCC(C2)C3=O)c(Cl)cc1Cl (stereo not given)
    1%, ., ., ., 6%, ., 2, -15, ., 1%, .
COc1ccccc1N/C(=N/S(=O)(=O)c1ccc(Cl)cc1)c1ccccc1
    0%, 0, 2%, -5%, -4%, 1%, 0, 1, -25%, ., 19%[0.365 µM]
COc1ccc(OC)c(NC(=O)CNC(=O)Cn2cnc3ccccc3c2=O)c1
    -2%, 1, -3%, 2%, -2%, 0%, -2, -3, 19%, 4%, 5%
COc1ccccc1CCNC(=O)C(=O)NCC1OCCN1S(=O)(=O)c1cc(F)ccc1F (stereo not given)
    0%, 0, 8%, -3%, 0%, 0%, -12, 3, -3%, -11%, -1%
Cc1ccccc1OCC(=O)O/N=C(\N)Cc1cccs1
    -6%, 1, 12µM*, 1%, -2%, 13%, -10, -14, 22%, -5%, -11%
CCN(C(=O)Cc1c(C(=O)O)[nH]c2ccccc12)c1cc(OC)ccc1OC
    0%, 9, -1%, -8%, 1%, -1%, -5, 6, 38%, 1%, -4%
CC(C)(C)NC(=O)C[C@H]1C[C@H](C(=O)N2CCOCC2)[C@@]2(CCC3CCCC3)c3[nH]c4cc(-c5ccco5)ccc4c3CCN2C1=O
    -3%, ., ., ., -7%, ., -33, 24, ., 16%, .
COc1ccc(CNC(=O)Cn2cc(C(F)(F)F)ccc2=O)cc1
    1%, 1, 0%, 2%, 0%, 4%, 6, -12, ?, -1%, 1%
O=C(Cn1nnc(-c2ccccc2)n1)Nc1ccc2c(c1)OCO2
    1%, -2, 0%, 3%, -1%, 6%, 3, -21, 33%, 5%, 7%
COc1ccc(C2C(C(C)=O)=C(O)C(=O)N2CCc2ccccc2)c(OC)c1 (stereo not given)
    -5%, 6, 2%, -2%, 4%, -1%, 4, -6, 2%, 0%, -2%
Cc1cc(NS(=O)(=O)c2ccc(NC(=S)NC(=O)c3ccncc3)cc2)no1
    7%, 4, 5%, -12%, 0%, 1%, 26, 3, -10%, 0%, 4%
CCCCCCOc1ccc(C(=O)O)cc1C#N
    -1%, 12, ?, -5%, 8%, 0%, 25, 8, 26%, 2%, -8%
COc1ccc(C(=O)Oc2ccc3oc(=O)sc3c2)cc1
    3%, 0, 11µM*, 10%, ?, -2%, 1, -6, -18%, -7%, 3%
S=C(NCc1ccco1)Nc1ccc2c(c1)OCCO2
    3%, -4, 15µM*, ?, ?, ?, 0, 1, -31%, 1%, ?
COc1ccc(NCC(=O)Nc2cccc(S(=O)(=O)N3CCCC3)c2)cc1Cl
    9%, ., ., ., 2%, ., -26, 5, ., ?, .
CC(C)(C)c1cc(NC(=O)COC(=O)c2nccnc2N)n(-c2ccccc2)n1
    0%, 0, 0%, 1%, 6%, -2%, -4, -12, 40%, 6%, 0%
COC(=O)c1c(NC(NC(=O)C(C)C)C(Cl)(Cl)Cl)sc2c1CCCC2 (stereo not given)
    0%, -3, 4%, -5%, 1%, -3%, 5, -7, 2%, 5%, ?
CCOC(=O)C1(C)Oc2ccc(S(=O)(=O)CC)cc2NC1=O (stereo not given)
    -7%, 3, 0%, -10%, -1%, 3%, -3, -18, 14%, 7%, 22%
O=C(NCc1ccco1)C(=S)N1CCCC1
    0%, -2, 1%, 1%, 0%, 0%, -3, -10, -22%, 1%, 2%
COc1cccc(/C=C/C(=O)OCC(=O)NCc2ccc(Cl)cc2)c1
    -12%, -3, 5%, 0%, -1%, -4%, 8, -4, 20%, -3%, -5%
COc1ccc(-c2csc3ncnc(Nc4ccc(O)cc4)c23)cc1
    -5%, -2, -3%, -3%, -3%, 2%, 2, 6, 15%, -16%, -2%
COc1ccc(-c2nnc(SCC(=O)Nc3ncc(C)s3)n2-c2ccccc2)cc1OC
    2%, 8, 4%, -13%, -8%, -15%, 2, 10, ?, -12%, -23%
Cc1ccc(NC(=O)c2ncn(CC(=O)NCC(C)c3ccccc3)n2)cc1C (stereo not given)
    -3%, ., ., ., 5%, ., 5, 10, ., -17%, .
CCOC(=O)N1CCN(CC(=O)c2ccc3c(c2)CCN3)CC1
    2%, 2, 0%, 20%, 6%, 1%, -4, -7, -11%, ., -10%
COC(=O)/C=C1\N/C(=N\c2nc(C)cc(C)n2)N(c2ccc(Cl)cc2)C1=O
    1%, 9, 1%, -1%, -3%, 1%, 11, -24, -41%, -3%, 6%
O=S(=O)(Nc1cccc(-c2ccc3nncn3n2)c1)c1cccc(F)c1
    6%, ., 5%, -7%, 13%, -5%, -32, 2, ., -8%, .
CCc1ccccc1NC(=O)CN1C(=O)C2CCCN2c2ncc(Cl)cc21 (stereo not given)
    -9%, -1, 0%, -3%, 8%, 0%, -11, -1, 21%, 2%, 5%
O=C(NNC1=Nc2ccccc2SC1)c1ccc(Cl)cc1
    1%, -1, -1%, -5%, 2%, 1%, -11, -4, 1.1µM*, -1%, 5.6µM*
CC(=O)c1ccc(NC(=O)Nc2cccnc2)cc1
    3%, ., ?, ?, 21µM*, 2.5µM*, 1, 3, 5%, -2%, 26%
O=c1[nH]c2cc3c(cc2cc1CN(CCCO)Cc1nnnn1Cc1ccc(F)cc1)OCO3
    3%, 2, 0%, 0%, -1%, 0%, -2, -9, 8%, 6%, -8%
COC(=O)CCCC1=CC2=CC(=O)C(C)(OC(=O)c3cccs3)C(=O)C2=CN1C1CCCC1 (stereo not given)
    3%, -43*, -1%, -2%, 2%, -1%, -1, 4, 5%, -1%, 2%
NC(=O)c1ccccc1OCc1nc2ccccc2s1
    0%, 0, 3µM*, ?, ?, ?, 0, ?, -38%, -1%, ?

Full records, looked up by structure:
O=C(NCc1cccs1)C1CC(O)CN1C(=O)Nc1ccccc1 (stereo not given) reads Tb PFK inh = 1%; FBPA coupling cs = 3; FLuc modulator = 1%; Rab9 promoter act = 0%; ELG1 genotox = -17%; NPC1 promoter act = -4%; KCNH2 3.1 inh = -19; Giardia kill = -15; RORg inh = 5%; uPA surface inh = 4%; VP16 counter = -6%
COc1ccc(NCC(=O)Nc2cccc(S(=O)(=O)N3CCCC3)c2)cc1Cl reads Tb PFK inh = 9%; FBPA coupling cs = .; FLuc modulator = .; Rab9 promoter act = .; ELG1 genotox = 2%; NPC1 promoter act = .; KCNH2 3.1 inh = -26; Giardia kill = 5; RORg inh = .; uPA surface inh = ?; VP16 counter = .
